Screening results deposited in PubChem BioAssay by National Center for Advancing Translational Sciences (NCATS).
HT1080 IDH1KD tx: HT-1080 IDH1 knockdown cell toxicity (counter line); 360,000 tested, 2% active; Potency, µM (doses to about 46.1 µM), for inactives: top-dose activity, negative = toxicity, hits mostly cytotoxic; HT-1080 IDH1 knockdown viability, ATP luminescence, 48 h;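 note: potency is the fitted concentration of half-maximal effect; 0% = DMSO wells and -100% = cell-free medium wells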
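Cytotoxicity counter-line: IDH1KD HT-1080, 48 h, CellTiter-Glo. Curves classed by r2, magnitude and activity.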
KB-V1 cytotox: KB-V1 MDR subline cytotoxicity; 400,000 tested, 3.4% active; KB-V1 MDR cells viability, CellTiter-Glo, 72 h; Potency, µM (top dose mostly 46.1 µM), without a hit: at the highest dose activity change, negative = cytotoxicity, hits mostly cytotoxic; AID 1347076; note: potency is the fitted concentration of half-maximal effect; % is set by controls: 0 for no effect and ±100 for the full control effect; nearly all actives have a fitted effect of over 60% in size
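KB-V1 MDR subline cells in DMEM (phenol-red free, 10% FBS) exposed to compounds in qHTS concentration series for 72 h at 37 degrees C. Viability read by CellTiter-Glo luminescence; concentration-effect curves fitted after normalization and correction.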
SW480 rerep: induces DNA re-replication in SW480 colon adenocarcinoma cells; SW480 DNA re-replication, Hoechst DNA content imaging, 48 h; Potency, µM (titrated, usually from 46.1 µM), for inactives: top-dose re-replication activation, most hits filed as activators; 340,000 tested, 1.8% active; AID 624297; note: potency is the fitted concentration of half-maximal effect; % of control where 0% means no effect; nearly all actives have a fitted effect of over 55% in size
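SW480 cells exposed to compounds for 48 hr at 37 C, 5% CO2, then Hoechst-stained 40 min. Nuclear DNA content imaged by fluorescence scanning (405 nm excitation, 500-530 nm emission); re-replication scored as increased high-intensity nuclei.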
ATXN2 expr inh: ATXN2 expression inhibition; HEK-293 ATXN2-luciferase reporter, luminescence, 24 h; Potency, µM (top dose mostly 57 µM), for the others: at the top dose activity change, negative = inhibition, actives largely listed as inhibitors; 360,000 tested, 0.72% active; AID 1745845; note: potency is the fitted concentration of half-maximal effect; % is set by controls: 0 for no effect and ±100 for the full control effect; nearly all actives have a fitted effect of over 55% in size
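qHTS (up to 57 uM final) was run with 24 h compound exposure of reporter cells at 37 °C. Each well was multiplexed: SteadyGlo luminescence measured ATXN2-luciferase expression after a fluorogenic Gly-Phe-AFC viability readout (25 uM final).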
MCF10A rerep: DNA re-replication induction in MCF 10a cells; MCF 10A DNA re-replication, Hoechst nuclear intensity, 48 h; Potency, µM (series often up to 46.1 µM), without a hit: top-dose activity, positive = re-replication, usual class: activators; 350,000 tested, 2.9% active; note: potency is the fitted concentration of half-maximal effect; % of control where 0% means no effect; nearly all actives have a fitted effect of over 50% in size
IL1B secr inh: inhibitors of inflammasome signaling (IL-1 beta secretion). THP-1 LPS/ATP IL-1B secretion, AlphaLISA, 16 h; stronger effect = lower value. activity change, % at 57.5 µM. 360,000 tested, 4.7% active; in the data active = activity change below about -50%; inconclusive = mostly about -30% to -49%; note: % is set by controls: 0 for no effect and ±100 for the full control effect
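THP-1 cells pretreated 1 hr with compounds (up to 57.5 uM final), then stimulated with LPS (250 ng/mL final) plus ATP (1.25 mM final); secreted IL-1B measured by AlphaLISA after 16 hr, decreased signal indicating inhibition.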
KB-3-1 cytotox: KB-3-1 parental cell cytotoxicity | KB-3-1 viability, CellTiter-Glo ATP luminescence, 72 h | Potency, µM (series often up to 46.1 µM), inactives show top-dose activity change, negative = cytotoxic, usual class: cytotoxic | 400,000 tested, 1.4% active | AID 1347075; note: potency is the fitted concentration of half-maximal effect; % is set by controls: 0 for no effect and ±100 for the full control effect; nearly all actives have a fitted effect of over 60% in size
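Viability of parental KB-3-1 cells, measured by CellTiter-Glo luminescence, followed a 72 h incubation at 37 °C with pinned compounds in phenol-red-free DMEM containing 10% FBS.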
S2 tox: reduces viability in counter-screen for ATXN expression inhibitors | S2 cells (HEK-293 line with an ATXN2-luciferase reporter) viability, CellTiter-Fluor protease fluorescence, 24 h | Potency, µM (series often up to 56.7 µM), usual class: cytotoxic | 400,000 tested, 0.49% active | AID 651635; note: potency is the fitted concentration of half-maximal effect; nearly all actives have a fitted effect of over 40% in size
HT1080-NT tox: kills 2HG-producing HT-1080-NT fibrosarcoma cells. HT-1080-NT fibrosarcoma viability, CellTiter-Glo ATP luminescence, 48 h. Potency, µM (top dose mostly 46.1 µM), inactives show top-dose activity, negative = less viability, most hits filed as cytotoxic. 360,000 tested, 1.6% active;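 note: NT is the 2HG producing partner of a matched IDH1 knockdown line; potency is the fitted concentration of half-maximal effect; 0% = DMSO-treated cells and -100% = media-only wells without cells; nearly all actives have a fitted effect of over 55% in size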
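Toxicity toward the 2HG-producing NT line was scored as %Activity, normalised to DMSO and no-cell wells, from CellTiter-Glo luminescence after 48 hours' treatment.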
Active calls of the source: *; i = inactive; u = inconclusive; x = not tested or not shown; [ ] = remark or other dose. Unless noted, calls come from the whole dose curve; as a rule, active = well fitted curve in the direction sought with a large enough effect; inconclusive = small, poorly fitted or top-dose-only effect, or another doubt; inactive = no such curve, though single readings can be large; an effect the other way counts as inactive or inconclusive.

SMILES | HT1080 IDH1KD tx | KB-V1 cytotox | SW480 rerep | ATXN2 expr inh | MCF10A rerep | IL1B secr inh | KB-3-1 cytotox | S2 tox | HT1080-NT tox
CC(C)(C)C(=O)N1CCN(c2ccc(NC(=O)c3ccco3)cc2)CC1 | 20.0% | 2.3% | -8.0% | 26.4% | -19.6% | u | 9.6% | i | 17.9%
CCn1c2ccccc2c2cc(C#N)c(N)nc21 | -4.8% | -0.1% | -4.5% | -33.1% | u | 26.3 | -1.4% | i | -1.9%
CN(CCC#N)CC(=O)Nc1ccc(S(N)(=O)=O)cc1 | 30.0% | -0.5% | -1.3% | -9.3% | -0.7% | -21.9 | -2.3% | i | -10.3%
O=C(CC(=O)N/N=C\c1ccc(F)cc1)NCCc1ccccc1 | -6.5% | 3.5% | 23.7% | -34.1% | -3.4%[9.22 µM] | 19.0 | -1.6% | i | -3.0%
O=C(CCN1CCN(S(=O)(=O)c2ccc(Br)cc2)CC1)Nc1ccccc1F | 2.7% | -7.2% | 1.7% | -23.9% | -2.2% | -5.3 | -10.3% | i | -11.1%
Cc1ccc2c(=O)cc(C(=O)Nc3ccc(S(=O)(=O)N(C)c4ccccc4)cc3)oc2c1C | x | u | x | 1.9% | x | x | 9.3% | i | x
CCn1c(SCC(=O)OC)nnc1C1CCCCC1 | 7.6% | 19.7% | -4.7% | 3.2% | 9.7% | 11.1 | 15.4% | i | 4.7%
COc1ccc(C)cc1-n1nnnc1SCC(=O)c1cc(C)n(Cc2ccco2)c1C | -4.7% | -19.4% | -6.3% | 25.1% | 6.1% | 0.0 | -12.5% | i | -12.7%
COc1cc(CNCCc2ccc(S(N)(=O)=O)cc2)ccc1OCC(=O)NC(C)(C)C | 9.8% | u | -2.4% | -6.7% | -6.9% | -4.8 | -8.3% | i | -0.1%
COc1cccc(N(CC(=O)N2CCc3ccccc3C2)S(C)(=O)=O)c1 | 2.0% | -22.4% | -2.1% | 0.2% | 0.5% | 2.1 | 14.6% | i | 2.1%
CC1Cc2ccccc2N1C(=O)CN(C)CC(=O)Nc1ccc(OC(F)(F)F)cc1 (stereo unspecified) | -5.1% | 0.0% | -12.9% | -15.7% | u | -8.6 | u | i | -19.8%
Cc1cccc2cc(C(c3nnnn3CC3CCCO3)N3CCCc4ccccc43)c(=O)[nH]c12 (stereo unspecified) | -15.7% | 18.4µM* | 14.8% | 15.0% | -0.2% | -5.0 | -5.5% | i | -16.4%

The final 5 compounds of the section above open the next one:
SMILES | HT1080 IDH1KD tx | KB-V1 cytotox | SW480 rerep | ATXN2 expr inh | MCF10A rerep | IL1B secr inh | KB-3-1 cytotox | S2 tox | HT1080-NT tox
COc1ccc(C)cc1-n1nnnc1SCC(=O)c1cc(C)n(Cc2ccco2)c1C | -4.7% | -19.4% | -6.3% | 25.1% | 6.1% | 0.0 | -12.5% | i | -12.7%
COc1cc(CNCCc2ccc(S(N)(=O)=O)cc2)ccc1OCC(=O)NC(C)(C)C | 9.8% | u | -2.4% | -6.7% | -6.9% | -4.8 | -8.3% | i | -0.1%
COc1cccc(N(CC(=O)N2CCc3ccccc3C2)S(C)(=O)=O)c1 | 2.0% | -22.4% | -2.1% | 0.2% | 0.5% | 2.1 | 14.6% | i | 2.1%
CC1Cc2ccccc2N1C(=O)CN(C)CC(=O)Nc1ccc(OC(F)(F)F)cc1 (stereo unspecified) | -5.1% | 0.0% | -12.9% | -15.7% | u | -8.6 | u | i | -19.8%
Cc1cccc2cc(C(c3nnnn3CC3CCCO3)N3CCCc4ccccc43)c(=O)[nH]c12 (stereo unspecified) | -15.7% | 18.4µM* | 14.8% | 15.0% | -0.2% | -5.0 | -5.5% | i | -16.4%
COC(=O)N/N=C/c1cn(Cc2ccccc2F)c2ccccc12 | -27.2% | -15.6% | -1.8%[9.22 µM] | -17.5% | u | -74.7* | -2.4% | i | -17.3%
COC(=O)c1ccc(NC(=O)CCOc2ccccc2)cc1 | 9.5% | 14.1% | u | 37.1%[activator] | -0.6% | -23.2 | 4.2% | i | 7.0%
COc1cc(/C=N/NC(=O)c2cccnc2)ccc1OS(=O)(=O)c1ccc(F)cc1 | -4.8% | 25.9% | -6.5% | 8.7% | -5.9% | 27.0 | -0.9% | i | -23.2%
CCOC(=O)c1c(N)sc(=S)c2c1CCC2 | -5.1% | u | -5.7% | -13.7% | -6.0% | 19.4 | -1.1% | i | -2.4%
CCC(C)NC(=O)Cn1c(=O)n(CCCC(=O)NCc2ccc(C)cc2)c(=O)c2ccccc21 (stereo unspecified) | x | 17.7% | x | 2.7% | x | x | 0.3% | i | x
COC(=O)C(CCC(C(=O)OC)N1C(=O)c2ccccc2C1=O)N1C(=O)c2ccccc2C1=O (stereo unspecified) | u | u | -8.4% | 7.0% | -1.3% | 18.1 | 12.7% | u | 11.3%
CC1=C(C(=O)N2CCOCC2)CC(CC(=O)NC2CCCC2)C(=O)N1Cc1ccc(F)cc1 (stereo unspecified) | 12.4% | -3.2% | x | -13.3% | x | 5.7 | -10.6% | i | 1.4%
CCCc1cc(=O)[nH]c(SCC(=O)Nc2c(C)cccc2C)n1 | -1.8% | 2.3% | -3.7% | 1.3% | -5.6% | 7.9 | -14.5% | i | -2.6%
CCOC(=O)C1CCCN(C(=O)c2cc(-c3ccccc3)nc3ccccc23)C1 (stereo unspecified) | -1.3% | 16.5% | 0.9% | -28.6% | u | 27.8 | 22.1% | i | -2.3%
CCc1nc(SCC(=O)NCCc2ccccc2)n[nH]1 | 1.2% | -6.6% | -4.9% | -17.9% | -0.2% | 18.4 | -7.2% | i | -0.8%
N#Cc1ccccc1NC(=O)CSc1n[nH]c(=O)n1C1CC1 | -1.0% | -14.7% | -3.2% | -8.5% | -28.2% | -24.0 | -8.6% | i | 1.2%
CCN(CC)C(=O)C1=C(C)N(CCCOC)C(=O)C(CC(=O)NC2CC2)C1 (stereo unspecified) | -6.4% | -15.3% | x | 5.6% | x | 7.8 | -0.8% | i | -0.6%
CC1Cc2ccccc2N1C(=O)Cn1c(=O)oc2cc(S(=O)(=O)NC3CCCC3)ccc21 (stereo unspecified) | -2.8% | -18.2% | -2.1% | -8.1% | -5.5% | -52.4* | 9.3% | i | -5.4%
Cc1ccc(NC(=O)c2cc(NC(=O)CCC(=O)O)ccc2N2CCCCC2)cc1 | 4.2% | -12.2% | 13.6% | 5.0% | -3.6% | 33.9 | 12.3% | i | 3.7%
COC(CNC(=O)C1CCCN(S(=O)(=O)c2ccc3c(c2)oc(=O)n3C)C1)OC (stereo unspecified) | 17.5% | 5.3% | -4.5% | 0.5% | 10.3% | 1.4 | 10.2% | i | 1.0%
CCOc1cc(C(=O)N/N=C/C(Br)=C/c2ccccc2)cc(OCC)c1OCC | 2.06µM* | u | u | -22.9% | 1.3µM* | -51.1* | u | u | 3.66µM*
CCSc1nc2sc3c(c2c(=O)[nH]1)CC(C)(C)OC3 | 11.0% | -29.3% | -9.6% | x | 16.9% | -5.6 | -0.9% | i | 4.5%
O=C(c1ccc(NS(=O)(=O)c2ccc(F)cc2)cc1)N1CCN(c2ccccc2O)CC1 | -4.8% | u | -4.8% | -9.5% | u | 0.0 | -10.1% | i | -11.9%
COC(=O)CSc1nnc(CNS(=O)(=O)c2ccc(C)cc2)n1C | 19.3% | u | -2.5% | 1.8% | -0.4% | 0.0 | 6.0% | i | 13.3%
Cc1ccc(S(=O)(=O)N(C)c2nc3ccccc3[nH]c2=S)cc1 | 3.5% | -9.2% | -0.5% | 2.6% | 0.6% | 0.0 | -23.5% | i | 11.9%
COc1cccc(NC(=S)N(CCCN2CCOCC2)C(C)c2cc3cccc(OC)c3o2)c1 (stereo unspecified) | -2.6% | 9.6% | -14.1% | x | 15.5% | 7.9 | -2.3% | i | -11.6%
CCNC(=O)C1(C)CCN(C(=O)c2ccc(F)c(Cl)c2)C1 (stereo unspecified) | 2.5% | 3.1% | x | 9.1% | x | 22.5 | 0.0% | i | 24.8%
CC(C)C(NC(=O)c1ccco1)C(=O)NCc1ccc(C(=O)O)cc1 (stereo unspecified) | 12.8% | 0.8% | -22.8% | 1.1% | 0.5% | 13.2 | -0.6% | i | 14.1%
CCS(=O)(=O)Nc1c(C(=O)OC)[nH]c2ccccc12 | -1.4% | 8.7% | 2.0% | -11.5% | 7.7% | 23.2 | 3.3% | i | -13.4%
O=C(Nc1ccc(F)cc1F)c1ccc2ncsc2c1 | 2.8% | -12.6% | -6.6% | 39.4%[activator] | -2.0% | -4.0 | -3.7% | i | -1.6%
Cc1cc(F)c(F)c(C(=O)N2CCOCC2)c1Cl | 3.7% | 8.6% | -0.1% | -5.9% | 1.9% | -10.4 | 16.3% | i | 12.6%
CN(C(=O)CO/N=C/c1ccc(Cl)cc1)c1ccccc1 | -6.2% | -5.2% | -4.3% | -18.1% | 1.2% | -51.1* | 2.4% | i | 5.3%
COc1ccccc1NC(=O)CSc1nnc(NC(=O)C2CC2)s1 | -12.3% | -27.3% | -2.6% | -5.1% | -2.9% | 25.5 | 14.3% | i | -0.4%
Cc1cc(-c2ccccc2)cc(C)n1 | 14.5% | 11.7% | 3.5% | 4.8% | -2.8% | 7.5 | -2.7% | i | 8.4%
O=C1CS(=O)(=O)C2(C(=O)N(Cc3ccccc3)c3ccccc32)N1c1ccccc1 (stereo unspecified) | x | -48.1% | x | 3.6% | x | x | 15.9% | i | x
O=c1[nH][nH]c2ccccc2c1=O | 13.6% | -10.8% | -3.1% | -0.3% | -15.6% | x | 1.6% | i | -5.2%
Clc1cccc(CN2C3=NCCCN3c3ccccc32)c1 | -20.0% | u | 3.1% | -26.0% | u | -17.1 | -7.8% | i | -19.6%
COc1ccc(C2C(C(=O)c3sc(C)nc3C)=C(O)C(=O)N2CCN(C)C)cc1 (stereo unspecified) | 14.8% | 8.3% | -5.8% | 3.5% | -1.4% | 14.7 | -3.1% | i | 14.1%

Compounds as they come. Share with any hit: about 11%.
